Screening results from PubChem.
HUVEC inhibit: human endothelial cell proliferation inhibition | HUVEC proliferation, CellTiter-Glo luminescence, 72 h; hits give low values | hit rate 1.1% among 86,000 | viability, % at 10 µM (by protocol);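 active = viability at or below 30%; inactive = viability above 30%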;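 note: 100% = median luminescence of DMSO-only cell control wells on each plate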
Lung fibro prol: blocks proliferation of human lung fibroblasts; AID 719; hit rate 1.1% among 85,000; viability, % at 10 µM; LL 47 human lung fibroblast viability, ATP luminescence; hits give low values;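 active = viability at or below 50% in the single dose screen; inactive = viability above 50%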;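 note: compound exposure lasted 72 h before the ATP readout; 100% = median luminescence of untreated cell-only wells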
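Signal: luminescent ATP detection, CellTiter-Glo; assay system: LL 47 human lung fibroblasts; input: 1,150 cells/well; incubation: overnight cell rest, 72 h compound treatment at 37 °C; measure: % viability versus median cells-only luminescence; medium: IMEM growth medium with 15% fetal bovine serum; dosing: compound addition at 0.1% DMSO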
Smad3 FoxH1 inh: blocks human Smad3 binding to FoxH1 peptide; P84022; TR-FRET Smad3/Dy647-FoxH1 peptide binding, europium anti-His; inhibition, % at 25 µM; hit rate 0.29% among 88,000;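 active = compounds that reduce the energy-transfer binding signal between the protein and its labelled peptide by more than half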;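 note: 0% = Smad3 plus labelled peptide maximal FRET and 100% = peptide-only background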
Target sequence (P84022 whole entry, looked up): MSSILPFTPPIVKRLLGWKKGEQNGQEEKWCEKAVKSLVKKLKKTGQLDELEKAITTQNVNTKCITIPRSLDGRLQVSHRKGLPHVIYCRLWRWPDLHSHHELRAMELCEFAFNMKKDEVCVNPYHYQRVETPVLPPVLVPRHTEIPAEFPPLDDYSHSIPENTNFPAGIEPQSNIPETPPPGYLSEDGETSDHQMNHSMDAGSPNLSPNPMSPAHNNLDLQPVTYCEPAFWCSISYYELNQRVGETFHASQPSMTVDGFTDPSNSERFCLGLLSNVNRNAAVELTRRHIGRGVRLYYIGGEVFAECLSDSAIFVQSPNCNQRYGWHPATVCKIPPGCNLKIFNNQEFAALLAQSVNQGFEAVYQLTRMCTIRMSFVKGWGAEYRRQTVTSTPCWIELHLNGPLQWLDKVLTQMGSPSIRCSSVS
CD11b adhes enh: CD11b/CD18-fibrinogen binding enhancement | P05107+P11215 | K562 CD11b/CD18 adhesion to fibrinogen, ATPlite luminescence | activation, % at 10 µM | hit rate 0.07% among 93,000 | AID 1499;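 active = 10 µM primary screen giving 50% or more activity, confirmed by 40% or more on retest at that dose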; note: strong numbers were not always called active
MT1-MMP txn act: MT1-MMP promoter transcription activation; HT1080 MT1-MMP promoter luciferase reporter, luminescence, overnight; hits give high values; activation factor at 10 µM; hit rate 0.16% among 86,000;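 active = activation factor of at least 2 for MT1-MMP transcription at 10 µM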
H69AR growth 86K: growth inhibitors of human H69AR lung tumor cells; H69AR lung tumor viability, ATP luminescence, 72 h; hits give low values; viability, % at 10 µM; hit rate 6% among 85,000; AID 598;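 active = viability at or below 40%; inactive = viability above 40%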;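 note: multidrug resistant small cell line overexpressing MRP-1 efflux transporter; 100% = mean luminescence of untreated control wells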
ERb coact inh: ER-beta (human) coactivator binding inhibition; inhibition, % at 25.6 µM; hit rate 1.3% among 86,000; TR-FRET ER-beta LBD / SRC1-Cy5 peptide binding; receptor agonist-loaded with 1 µM estradiol; Q92731;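 active = compounds whose percent inhibition of the receptor-coactivator binding signal exceeds about 50% in the single-dose screen, limit read from the data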;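 note: 0% = receptor plus peptide wells without compound and 100% = peptide-only wells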
ERa coact inh: blocks coactivator binding to human estrogen receptor alpha; P03372; TR-FRET ER-alpha LBD / SRC-1 peptide, estradiol-bound; inhibition, % at 25.6 µM; hit rate 1.7% among 86,000; AID 629; in the data active = inhibition above about 50%;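 note: 0% = receptor plus peptide control and 100% = peptide only without receptor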
Target sequence (P03372 whole entry, looked up, the tested form may be a part): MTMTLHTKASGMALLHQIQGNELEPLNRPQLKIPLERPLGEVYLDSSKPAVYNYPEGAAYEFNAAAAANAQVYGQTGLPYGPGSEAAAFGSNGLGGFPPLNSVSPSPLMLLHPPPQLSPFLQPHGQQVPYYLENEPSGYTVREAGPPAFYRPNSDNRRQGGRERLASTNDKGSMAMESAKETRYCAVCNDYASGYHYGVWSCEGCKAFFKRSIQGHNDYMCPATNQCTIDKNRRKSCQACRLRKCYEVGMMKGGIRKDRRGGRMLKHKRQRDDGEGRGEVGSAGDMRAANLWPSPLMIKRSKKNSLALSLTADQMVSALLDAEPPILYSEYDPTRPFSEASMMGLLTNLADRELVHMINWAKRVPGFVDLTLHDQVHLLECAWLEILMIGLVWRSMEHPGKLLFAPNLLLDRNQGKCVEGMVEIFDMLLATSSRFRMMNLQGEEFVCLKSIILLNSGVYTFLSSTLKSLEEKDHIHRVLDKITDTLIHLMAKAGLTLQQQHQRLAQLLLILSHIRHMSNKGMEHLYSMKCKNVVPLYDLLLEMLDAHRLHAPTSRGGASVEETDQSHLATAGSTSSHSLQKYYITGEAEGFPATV
ERa SRC1 pot: ER-alpha (human) coactivator binding potentiation; P03372; hit rate 1.3% among 86,000; coactivator binding (% of control), % at 25.6 µM; AID 639; TR-FRET ERalpha-LBD/SRC-Cy5 coactivator binding, 2 h; 100 = basal binding, no effect; in the data active = activity above about 200%;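 note: binding measured in presence of low estradiol as agonist stimulus; 0% = peptide alone without receptor and 100% = receptor with peptide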
* marks the source's active call; other numbers are inactive results; · = not tested or not shown; [ ] = remark or other dose. Not all compounds are listed; rates above refer to the full screens.

Compound	HUVEC inhibit	Lung fibro prol	Smad3 FoxH1 inh	CD11b adhes enh	MT1-MMP txn act	H69AR growth 86K	ERb coact inh	ERa coact inh	ERa SRC1 pot
CNCCOc1ccccc1C(C)(C)C	99	99	9	-1	1.2	81	-20	-11	113
COc1ccc(C2(CNC(=O)C(c3ccccc3)c3ccccc3)CCOCC2)cc1OC	92	103	3[fluorescence artefact?]	·	1	75	-11	-2	103
COc1ccccc1NC(=O)C1=C(C)Nc2nc(-c3cccs3)nn2C1c1cccc(O)c1 (centres undefined)	76	100	8	0	1.1	63	20[fluorescence artefact?]	12	87
CCOc1ccc(C2C=C(c3ccc(C)cc3)Nc3ncnn32)cc1 (centres undefined)	90	91	1	1	1.8	79	0	10	87
CCNC(=O)C1CC(=O)OC12CCCCC2 (centres undefined)	110	105	44[fluorescence artefact?]	·	1.1	101	-11	7	102
O=C(CN1C(=O)c2cccc3cccc1c23)NCc1cccnc1	95	101	-1	-3	1.2	88	-1	1	131
Cn1c(N2C(=O)CC(Cc3ccccc3)C2=O)nc2ccccc21 (centres undefined)	106	99	-5	·	1.2	94	-7	-3	103
CCOC(=O)N1CCN(C(=O)C(CC(C)C)NS(=O)(=O)c2ccc3c(c2)oc(=O)n3C)CC1 (centres undefined)	87	96	-14	-3	1	80	10	1	87
O=C(NCCCn1ccnc1)C(=O)NCc1ccc(Cl)cc1	102	101	-18	·	1.1	109	9[fluorescence artefact?]	0	86
O=C(CNS(=O)(=O)c1cccc(C(F)(F)F)c1)Nc1ccccc1F	96	94	1	-3	1	89	-7	3	131
CC1(C)CC(=O)C(C=Nc2ccncc2)=C(O)C1	89	100	10	·	1	100	-7	-5	125
O=C(c1ccc(-c2ccccc2)cc1)N1CCCC1	96	100	-14	-1	1.4	100	-5[fluorescence artefact?]	5[fluorescence artefact?]	103
COc1ccccc1C(=O)N1CCN(C(=O)c2ccncc2)CC1	93	97	-3	-3	1.1	98	-2	-10	103
CC(C)Cn1c(=O)c(C(=O)NCc2ccccn2)c(O)c2ccccc21	84	92	4	·	1.2	29*	2[fluorescence artefact?]	6[fluorescence artefact?]	87[fluorescence artefact?]
C=CCNc1nc(NC(C)(C)CO)nc(OC)n1	102	105	-1	·	1.1	92	-21	-33	103
COc1ccccc1-c1nnc(SCC(=O)Nc2nc(-c3ccccc3)cs2)n1C	82	100	-16	-6	1.1	86	1	10	72[fluorescence artefact?]
COC(=O)c1ccc2c(c1)N(Cc1nc(-c3cccc(C)c3)oc1C)C(=O)C1CCCN21 (centres undefined)	60	70	-2	79	1.3	55	42[fluorescence artefact?]	59*	93
Cc1ccc(C(=O)c2nocc2C(=O)c2cccs2)cc1	94	100	5	-2	1.4	96	1	5	99
CCCC(=O)NCCc1cc2ccc(OC)cc2[nH]c1=O	92	98	-7	2	1	·	3	1	118
COc1ccccc1C(=O)O/N=C1/CCCc2c1ccc(OC)c2[N+](=O)[O-]	100	103	-3	2	1	63	-6	-6[fluorescence artefact?]	109
CCOC(=O)c1cnc(-n2nc(C)cc2C)nc1N1CCOCC1	98	92	11	1	1.1	98	-3[fluorescence artefact?]	-1	121
CCOc1ccc(NC(=O)NCCCSC2CCCCC2)cc1	91	105	-2	-4	1.1	96	8	-6	108
N#Cc1ccccc1Sc1ccccc1C(=O)OCc1nnc(-c2ccccc2)o1	92	101	3	-1	1.2	75	8[fluorescence artefact?]	15[fluorescence artefact?]	159
COc1ccc2occ(C(=O)c3coc4ccc(O)c(CN(C)C)c34)c2c1	63	93	7	-2	1.3	49	3	1	100
CC1(C)NC(=O)N(CC(O)COc2ccc(-c3ccccc3)cc2)C1=O (centres undefined)	96	91	7	0	1.3	81	6	-2	109
Cc1ccccc1CSc1nsc(N)n1	104	109	2	·	1.3	106	-16[fluorescence artefact?]	-7	99
COc1ccc(CCNC(=O)COc2ccc(S(=O)(=O)N3CCOCC3)cc2)cc1	92	97	6	-1	1.2	99	-6	1	114
CCCc1cc(=O)oc2cc(Oc3ncccn3)ccc12	106	106	3	0	1.2	103	6	0	123
CC(=O)Oc1oc(-c2ccccc2)nc1/C=N/c1ccccn1	80	102	12	5	1.4	65	1[fluorescence artefact?]	4	75
O=C(NC1=NCCS1)c1csc2ccccc12	94	99	-12	-1	0.8	93	18	0[fluorescence artefact?]	104
COCc1[nH][nH]c(=O)c1C=Nc1ccccc1	100	96	7	3	1.1	95	18	6	92
Cc1nc2sc(C(c3cccs3)N3CCN(Cc4ccccc4)CC3)c(O)n2n1 (centres undefined)	101	95	2	·	1.1	96	-3	0	100
N/C(=N\O)C1COc2ccccc2O1 (centres undefined)	101	105	5	4	1.1	96	-3	-8	119
Cc1c(C2Nc3ccccc3C(=O)N2O)cnn1C (centres undefined)	89	87	-8	·	1.3	98	-8	-11	110
Cc1nc2sc(C(c3ccc(F)cc3)N3CCOCC3)c(O)n2n1 (centres undefined)	96	100	12	·	1.3	91	-1	5	115
COc1cc(S(=O)(=O)N2CCOCC2)ccc1NC(=O)COC(=O)C12CC3CC(CC(C3)C1)C2	85	103	-2	0	1.1	84	-1	-3	109
COc1ccc(C(=O)OCc2cc3cccc(C)c3[nH]c2=O)cc1	86	90	-1[fluorescence artefact?]	-3	0.9	94	32[fluorescence artefact?]	21[fluorescence artefact?]	217*[fluorescence artefact?]
CCOC(=O)c1cnc(SC)nc1Sc1ccccc1Cl	120	97	9	7	1.1	76	10	8[fluorescence artefact?]	100
CC(C)NC(=O)c1ccccc1NC(=O)CS(=O)(=O)Cc1ccccc1	90	91	-4	-3	1.1	89	-2	-4	108
O=C(NCC(c1cccs1)N1CCOCC1)c1ccc(Br)o1 (centres undefined)	85	64	-3	-9	0.6	23*	20	28	83
Clc1cccc(NCc2nnc(SCc3ccccc3)o2)c1	78	92	0	8	1.2	·	-3	-5	122
CCCCOC(=O)c1ccc(OC(=O)c2cccnc2)cc1	79	103	-1	-1	1.3	89	9	6	68
CCCCCn1c(CNC(=O)CC)nc2ccccc21	94	91	-16	2	1	92	-4	-3	114
CCOC(=O)c1c(-c2ccccc2)nnn1-c1nc(OC)nc(N2CCOCC2)n1	96	95	9	2	1	88	-6	-9	100
COc1cc2c(cc1OC)CN(C(=O)COc1ccc(C)c(C)c1)CC2	97	96	-5	-3	1.1	90	-1	-6	117[fluorescence artefact?]
Nc1ccc2oc(-c3cccc4ccccc34)nc2c1	75	92	10[fluorescence artefact?]	-5	0.6	83	8	11	85
CCOc1ccc(-n2nc(C(=O)N3CCN(CC)CC3)c3ccccc3c2=O)cc1	103	105	-5	·	1	98	-16	1	114
O=C(NCc1nnc(SCC(=O)N2CCCC2)o1)c1ccccc1F	100	93	14	-3	·	91	-3	-5	106
COc1cccc2[nH]c3c(N4CCN(Cc5ccc6c(c5)OCO6)CC4)ncnc3c12	61	97	8	2	1.1	40*	3	4	95
Cc1ccc(-n2c(=O)c(C#N)cc3c(=O)n4cccc(C)c4nc32)cc1	81	94	15[fluorescence artefact?]	52	1.1	84	52*	62*	140
CCCc1cc(C(=O)NCc2ccc(OC)cc2)no1	117	97	0	4	1.3	108	-7	5	100
Cn1c(=O)c2c(-c3ccc(C(C)(C)C)cc3)n(N3CCOCC3)cc2n(C)c1=O	85	80	1	-3	1	70	2	7	99
O=C(Nc1ccc(N2C(=O)C3C4C=CC(C4)C3C2=O)cc1)Nc1nncs1 (centres undefined)	94	95	-3	-1	1.1	77	6	-8	94[fluorescence artefact?]
O=C(NCCc1ccccc1)C1CCCN(S(=O)(=O)c2cccs2)C1 (centres undefined)	117	108	-8	4	1.1	91	4	3	98
CCc1ccccc1N1CC(C(=O)O)CC1=O (centres undefined)	91	91	-12	-2	0.9	101	17	28	107[fluorescence artefact?]
O=C(COc1ccccc1Cl)Nn1cnnc1	95	101	10	0	1.1	98	-6[fluorescence artefact?]	-3	105
CCCCNC(=O)CN(C1CCCCC1)S(C)(=O)=O	104	99	-4	3	1.1	94	-8	-27	116
CN(C(=O)c1cccs1)c1ccccc1C(=O)O	104	106	7	2	1.2	101	-5[fluorescence artefact?]	4[fluorescence artefact?]	124
O=C(Nc1ccc(-c2nc3ccccc3o2)cc1)c1cc(-n2cnnc2)ccc1Cl	72	109	0	·	1.2	74	21[fluorescence artefact?]	35	88
COC(=O)c1cccc(NC(=O)C2COc3ccccc3O2)c1C (centres undefined)	91	94	6	0	1.1	98	-4	2	107

Whole records from above:
Results for CN(C(=O)c1cccs1)c1ccccc1C(=O)O → HUVEC inhibit = 104; Lung fibro prol = 106; Smad3 FoxH1 inh = 7; CD11b adhes enh = 2; MT1-MMP txn act = 1.2; H69AR growth 86K = 101; ERb coact inh = -5[fluorescence artefact?]; ERa coact inh = 4[fluorescence artefact?]; ERa SRC1 pot = 124
Results for COC(=O)c1cccc(NC(=O)C2COc3ccccc3O2)c1C (centres undefined) → HUVEC inhibit = 91; Lung fibro prol = 94; Smad3 FoxH1 inh = 6; CD11b adhes enh = 0; MT1-MMP txn act = 1.1; H69AR growth 86K = 98; ERb coact inh = -4; ERa coact inh = 2; ERa SRC1 pot = 107

More results
Compound	HUVEC inhibit	Lung fibro prol	Smad3 FoxH1 inh	CD11b adhes enh	MT1-MMP txn act	H69AR growth 86K	ERb coact inh	ERa coact inh	ERa SRC1 pot
COc1ccc(C2/C(=C(/O)c3ccc(C)cc3)C(=O)C(=O)N2C)cc1 (centres undefined)	114	104	-1	-5	1	99	2[fluorescence artefact?]	-22	100[fluorescence artefact?]
COc1cccc(NC(=O)C23CCC(C)(C(=O)O2)C3(C)C)c1 (centres undefined)	99	101	-1	-3	1	87	11[fluorescence artefact?]	9	98
O=C(CSc1ccc2nnc(-c3cccnc3)n2n1)N1CCOCC1	89	97	12	-2	·	94	0	1	106
CCCCn1c(N)nc2ccccc21	93	102	0	-1	1.1	89	-11	-5	102[fluorescence artefact?]
O=C(NCc1ccccc1)c1cc2nc(C3CC3)cc(C(F)(F)F)n2n1	103	96	4	4	1.2	98	-12	-7	101
O=C1C2CC=CCC2C(=O)N1c1ncn[nH]1 (centres undefined)	95	102	9	-6	1.1	98	-34	-1	113
CCN1CCCC1CN(Cc1cc2cc(C)cc(C)c2[nH]c1=O)C(=O)Nc1ccccc1OC (centres undefined)	77	81	-2	-4	1	·	0	-5	113
CCCc1nnc(SCC(=O)N2CCCCC2C)n1CC (centres undefined)	100	100	4	·	1.1	107	-17[fluorescence artefact?]	-8	111
CCCN(CCC(=O)Nc1ccccc1F)CC1CC1	96	101	9	-2	1	86	-3[fluorescence artefact?]	31	131
CC1=C(C(=O)Nc2ccccn2)C(c2cccnc2)n2nnnc2N1 (centres undefined)	97	98	1	-3	1.2	94	-8	-1	119[fluorescence artefact?]
Cc1cc(C)c2c(n1)nn1c(N3CCN(c4cccc(Cl)c4)CC3)cc(C)nc21	58	37*	-31[fluorescence artefact?]	·	1.1	18*	36[fluorescence artefact?]	74*	169
O=c1cc(-c2ccc(Cl)c(Cl)c2)[nH][nH]1	87	95	12	0	1	86	-20	-6	110
